Screening results (PubChem BioAssay)
TbMetRS inhib – blocks T. brucei methionyl-tRNA synthetase activity; purified T. brucei MetRS, ATP depletion, Kinase-Glo luminescence; inhibition, % at 11.9 µM; 0.4% of 360,000 active; AID 624268;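 active = inhibition above a per-plate cutoff of the control wells' mean inhibition plus 3 SD, cut at about 5.5% in these data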;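 note: 0% = DMSO wells median and 100% = median of wells with control inhibitor compound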
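technique = Kinase-Glo luminescence, ATP depletion format | system = purified MetRS (methionyl-tRNA synthetase) enzyme from Trypanosoma brucei | timing = 15 min preincubation, 2 h reaction, all 25 °C | evaluation = percent inhibition versus plate control medians | dosing = single dose, 11.9 µM final nominal, 0.9% final DMSO | also added = substrates ATP, L-methionine and bulk Escherichia coli tRNA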
MsrA act – activators of bovine methionine sulfoxide reductase A; purified bovine MsrA, absorbance read-out; activation, % at 10.6 µM; 0.3% of 360,000 active; AID 602163; in the data active = activation above about 7.5%;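 note: 0% = vehicle and 100% = reference activator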
FAS TE block – blocks the thioesterase domain of human fatty acid synthase | recombinant FAS-TE, OMFH fluorogenic substrate, fluorescence endpoint | P49327 | inhibition, % at 15 µM | AID 602261 | 0.67% of 360,000 active;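 active = compounds whose normalised, plate-corrected inhibition of enzyme fluorescence in the single-dose primary screen is 50% or more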;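 note: 0% = DMSO with enzyme and 100% = substrate without enzyme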
Rin1-Abl PPI inh – human Rin1-Abl interaction inhibition. 0.4% of 360,000 active. inhibition, % at 7.35 µM. TR-FRET Rin1/Abl binding, biochemical. AID 588664. P00519+Q13671; in the data active = inhibition above about 5%, passing the limit was not always enough
Target sequence (P00519 whole entry, looked up): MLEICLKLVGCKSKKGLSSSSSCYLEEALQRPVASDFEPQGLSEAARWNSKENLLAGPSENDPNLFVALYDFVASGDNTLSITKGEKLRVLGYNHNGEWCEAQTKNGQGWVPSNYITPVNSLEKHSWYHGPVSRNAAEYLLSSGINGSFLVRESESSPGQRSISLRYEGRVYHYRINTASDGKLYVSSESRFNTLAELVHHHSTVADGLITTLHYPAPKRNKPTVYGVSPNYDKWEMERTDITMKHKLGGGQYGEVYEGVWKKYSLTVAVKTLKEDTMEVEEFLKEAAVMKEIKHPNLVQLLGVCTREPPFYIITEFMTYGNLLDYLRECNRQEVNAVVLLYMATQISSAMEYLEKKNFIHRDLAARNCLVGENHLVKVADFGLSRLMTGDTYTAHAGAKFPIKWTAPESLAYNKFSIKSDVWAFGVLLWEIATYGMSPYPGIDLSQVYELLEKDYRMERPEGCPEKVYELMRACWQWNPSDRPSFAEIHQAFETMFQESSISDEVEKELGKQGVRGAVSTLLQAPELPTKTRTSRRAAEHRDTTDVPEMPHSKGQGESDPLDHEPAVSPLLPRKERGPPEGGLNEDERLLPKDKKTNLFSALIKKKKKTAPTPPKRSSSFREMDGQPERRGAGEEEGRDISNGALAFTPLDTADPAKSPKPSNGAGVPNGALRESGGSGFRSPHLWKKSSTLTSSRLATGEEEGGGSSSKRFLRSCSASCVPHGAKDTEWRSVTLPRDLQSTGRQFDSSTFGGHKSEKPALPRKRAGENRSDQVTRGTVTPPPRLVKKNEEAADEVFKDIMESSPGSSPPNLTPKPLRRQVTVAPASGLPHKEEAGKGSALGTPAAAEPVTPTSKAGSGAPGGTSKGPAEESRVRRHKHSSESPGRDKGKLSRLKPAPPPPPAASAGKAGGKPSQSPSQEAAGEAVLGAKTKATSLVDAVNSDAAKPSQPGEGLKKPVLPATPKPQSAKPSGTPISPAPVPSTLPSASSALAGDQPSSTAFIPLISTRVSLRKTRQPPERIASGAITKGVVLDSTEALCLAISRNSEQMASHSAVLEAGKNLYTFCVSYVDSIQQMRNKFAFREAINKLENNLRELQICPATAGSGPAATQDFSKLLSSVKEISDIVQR
Target sequence (Q13671 whole entry, looked up): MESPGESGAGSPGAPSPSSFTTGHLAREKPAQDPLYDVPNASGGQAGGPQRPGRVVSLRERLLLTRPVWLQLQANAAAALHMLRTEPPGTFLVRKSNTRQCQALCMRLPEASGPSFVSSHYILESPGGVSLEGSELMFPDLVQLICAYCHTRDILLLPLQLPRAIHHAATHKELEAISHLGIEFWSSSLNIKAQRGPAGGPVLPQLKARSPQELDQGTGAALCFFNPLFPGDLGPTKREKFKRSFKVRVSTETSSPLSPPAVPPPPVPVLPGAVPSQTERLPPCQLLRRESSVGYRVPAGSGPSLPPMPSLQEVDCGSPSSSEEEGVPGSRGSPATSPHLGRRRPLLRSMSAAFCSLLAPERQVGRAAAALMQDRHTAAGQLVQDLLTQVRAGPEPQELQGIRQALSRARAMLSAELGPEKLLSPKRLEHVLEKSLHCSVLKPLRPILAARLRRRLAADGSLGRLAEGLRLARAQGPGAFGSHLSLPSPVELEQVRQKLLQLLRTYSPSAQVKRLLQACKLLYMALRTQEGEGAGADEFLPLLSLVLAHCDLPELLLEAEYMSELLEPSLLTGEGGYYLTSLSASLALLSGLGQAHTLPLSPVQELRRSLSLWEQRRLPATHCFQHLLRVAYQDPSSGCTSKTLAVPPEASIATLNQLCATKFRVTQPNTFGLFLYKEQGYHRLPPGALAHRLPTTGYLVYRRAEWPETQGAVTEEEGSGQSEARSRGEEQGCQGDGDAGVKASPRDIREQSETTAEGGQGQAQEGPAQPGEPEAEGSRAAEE
PABP1 MLLE inh – inhibitors of microRNA-mediated deadenylation, human PABP1 MLLE binding. GST-MLLE / FITC-PAM2 fluorescence polarization. 0.36% of 360,000 active. P11940. inhibition, % at 20 µM; in the data active = inhibition above about 35%, passing the limit was not always enough;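 note: plate controls were DMSO wells with GST-MLLE for no effect and wells lacking GST-MLLE protein for full effect; some results filed as inactive read as strong as hits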
MsrA inh – bovine MsrA inhibition. purified bovine MsrA, absorbance read-out. inhibition, % at 15.5 µM. 0.75% of 360,000 active. AID 651718; in the data active = inhibition above about 4.5%;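 note: 0% = vehicle wells with enzyme and 100% = reference inhibitor wells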
eLon inh – inhibitors of E. coli Lon protease; 0.42% of 360,000 active; AID 602123; inhibition, % at 7.94 µM; purified E. coli Lon protease, fluorescence polarization; P0A9M0; in the data active = inhibition above about 13%, passing the limit was not always enough;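 note: 0% = enzyme with probe and DMSO and 100% = no enzyme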
CSN inh – blocks human CSN-mediated cullin deneddylation; Purified CSN, SCF-Nedd8-OG deneddylation, fluorescence polarization; inhibition, % at 12.5 µM; 0.38% of 360,000 active;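 active = pattern-corrected inhibition above about 35%, with an unprinted fluorescence ratio check between 0.5 and 1.5, limit read from the data, passing the limit was not always enough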;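 note: 0% = enzyme with substrate and 100% = substrate without enzyme; some results filed as inactive read as strong as hits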
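Assay system: purified human Csn5 enzyme expressed in HEK293T cells; measure: % inhibition; also added: SCFSkp2-Nedd8OG substrate at 10 nM final; technique: fluorescence polarization; times: reaction 90 min, room temperature; medium: Tris buffer pH 7.5, NaCl, DTT, Tween-20, trehalose, ovalbumin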
Neddyl block – blocks human cullin neddylation. calls only at 25 µM. AID 651699. 0.58% of 360,000 active. TR-FRET cullin neddylation, biochemical. P61081+Q13564; in the data active = inhibition above about 36%
Active calls of the source: *; i = inactive; / = not tested or not shown; & = joins results of further samples.

SMILES	TbMetRS inhib	MsrA act	FAS TE block	Rin1-Abl PPI inh	PABP1 MLLE inh	MsrA inh	eLon inh	CSN inh	Neddyl block
Cc1cccn2c1nc(=S)n2C(=O)c1ccco1	0.1	-2	-11	-2	22	1.8	12	-2	i
CCc1ccc(CC2S/C(=C(\C#N)C(C)=O)NC2=O)cc1 (centres undefined)	-0.7	-12	-2	3	-7	2.6	-10	-6	i
CCOc1ccc(C(C(=O)NCC2CCCO2)N(Cc2ccccc2)C(=O)c2snc(C(N)=O)c2N)cc1 (centres undefined)	-0.2	1	7	-1	-12	0.5	-4	3	i
CC(C)NC(=O)NC(=O)CSc1ccccc1F	1.1	-6	-7	-2	8	0.2	6	-3	i
Cc1cc(C)cc(OCc2nc(-c3cccnc3)no2)c1	-0.5	-1	3	0	19	-1.0	-10	1	i
Cc1cc(C)nc(NC(=NCCc2c[nH]c3ccccc23)NC(=O)Nc2cccc([N+](=O)[O-])c2)n1	-0.7	-1	16	-3	-19	0.6	4	3	i
Cc1c(Cl)c(-c2n[nH]c(=S)n2-c2ccccc2)nn1C	1.1	2	-13	-6	8	-1.1	1	-3	i
CCN(CC)c1ccc(NC(=O)COC(=O)CSc2ccc(Br)cc2C)cc1	-1.2	-6	8	1	16	0.4	17	-3	i
COc1ccc(S(=O)(=O)Nc2ccc(-c3ccc4nncn4n3)cc2)c(OC)c1	-0.1	2	-1	2	24	-0.1	-4	-3	i
Cc1cc2ncn(CS(C)(=O)=O)c2cc1C	-0.4	-3	-3	1	6	-0.6	0	2	i
COc1ccc(Cl)cc1NC(=O)CN(C)C(=O)c1ccc(N2CCCCC2)c([N+](=O)[O-])c1	-0.2	0	21	-3	-3	2.9	0	-1	i
CSc1nnc(N2C(=O)C(O)=C(C(=O)c3ccco3)C2c2cccc(Cl)c2)s1 (centres undefined)	0.6	-5	-22	-1	24	0.9	-13	-5	i
CNC(=O)c1c(NC(=O)C2=COCCO2)sc2c1CCN(C(=O)OC)C2	0.2	-4	-5	-5	-6	2.2	1	3	i
COc1ccccc1NC(=O)Cn1c(=O)n(CCc2c[nH]c3ccccc23)c(=O)c2cccnc21	-0.3	-2	22	4	4	0.0	-3	7	i
C/C(=N/NC(=O)c1ccc(Cl)s1)c1cccnc1	-0.3	-1	0	-1	-15	0.0	-5	2	i
COc1ccc(Cl)cc1Nc1nc(-c2cccnc2)cs1	-0.1	-2	22	1	-1	-0.2	-7	-2	i
COc1ccccc1C(=O)NC(CCSC)C(=O)NNC(=O)c1ccccc1C (centres undefined)	0.0	-10	-1	-3	2	0.8	-7	-6	i
CCOC(=O)c1ccc(NC(=O)NCc2ccccc2OC)cc1	-0.4	-2	3	3	13	-0.6	6	10	i
Cc1ccc(-c2ccc3nnc(SCC(N)=O)n3n2)cc1	0.7	-3	-3	-1	-83	-0.2	-7	7	/
Cc1nc(N2CCOCC2)nc(N2CCN(c3ccccc3)CC2)c1[N+](=O)[O-]	-1.2	-2	-5	-2	-10	-0.5	-2	4	i
Cc1ccc(NC(=O)[C@@H]2CCCN2S(=O)(=O)c2ccccc2F)cc1	-0.8	-13	-4	4	3	-0.6	5	7	i
O=C(Cc1ccc(F)cc1)Nc1ccc(F)c([N+](=O)[O-])c1	0.6	-3	44	0	-6	-1.5	-11	0	i
COc1cc(-c2nnc(-c3cccs3)o2)cc(OC)c1OC	-0.6	-1	-2	1	3	0.6	-4	-2	i
CC(/C=C/c1ccc(OCc2ccccc2)cc1)=N\O	0.2	-5	-10	-3	2	0.9	-6	-9	i
C=CCn1c(SCC(=O)Nc2ccc3c(c2)OCCO3)nnc1-c1ccco1	-0.8	-6	-6	5	0	0.7	-13	-1	i
CCOC(=O)C1=C(C)NC(=O)NC1/C=C/c1ccccc1OC (centres undefined)	-1.4	-10	2	-4	1	-0.1	-5	-6	i
COc1cccc(C(=O)NC23CC4CC(CC(C4)C2)C3)c1	-0.3	-2	4	0	-15	-0.3	-1	-4	i
Cc1nnc(NC(=O)CCC(=O)NCc2ccco2)s1	-1.0	-4	-10	4	-1	0.8	-7	4	i
O=C(CN1CCNCC1)N1CCOCC1	-0.9	-3	-5	0	-3	/	-7	-2	i
O=c1c2ccccc2c(C=Nc2cccc(S(=O)(=O)NCc3ccco3)c2)c(O)n1-c1ccc(Cl)cn1	-0.2	-3	19	0	6	3.0	-7	0	i
Cn1c(Cc2ccccc2)nnc1SCC(=O)N1CCCCC1	-1.2	-4	-9	4	16	0.0	-9	-6	i
CSc1ccccc1C(=O)N1CCC(CCC(=O)NC2CC2)CC1	-0.2	-3	-4	1	12	0.0	-4	2	i
N#C/C(=C\N1CCOCC1)c1ccccc1	-0.9	-10	-9	6	9	2.5	-7	4	i
c1ccc(Cn2nnc3c(NCc4ccc5c(c4)OCO5)nc(C4CC4)nc32)cc1	0.2	-2	0	0	9	0.9	0	-2	i
O=C(COC(=O)c1cc(S(=O)(=O)N2CCOCC2)c(Cl)cc1Cl)NCc1ccco1	0.0	-3	-4	4	0	-0.5	-8	-1	i
Nc1nc(COC(=O)C2CCN(C(=O)c3ccc(Cl)cc3)CC2)nc(Nc2ccccc2)n1	-0.4	-2	-3	2	-2	-0.2	-6	2	i
O=C(c1cccs1)N1CCCC(N2CCN(c3cccc(C(F)(F)F)c3)CC2)C1 (centres undefined)	0.5	-2	10	2	-14	-0.1	-6	0	i
O=[N+]([O-])c1ccccc1CNC1CCCc2ccccc21 (centres undefined)	1.4	-12	4	4	-11	-1.0	2	2	i
O=C(CNC(=O)N1CC(=O)Nc2ccccc21)NCCCc1ccccc1	-0.3	-2	-6	-4	-9	1.4	-6	1	i
O=C(Cn1c(=O)sc2ccccc21)NCc1ccco1	0.0	0	-3	2	-3	1.8	0	-2	i
CC(=O)/C(=C/c1ccc(N(C)C)cc1)C(=O)c1ccccc1	0.3	-3	-14	-8	-15	0.2	-10	1	i
CCN(CC)S(=O)(=O)c1ccc(N2CCOCC2)c(NC(=O)c2cnccn2)c1	-0.8	-6	-7	-3	2	0.0	-1	-2	i
COCCNC(=O)c1ccc2c3n(nc2c1)-c1ccc(Cl)cc1CO3	-0.1	2	-4	2	-26	0.0	-15	-1	i
O=C(O)CCc1ccc(-c2ccc(F)cc2)n1CC1CCCO1 (centres undefined)	-0.7	-4	-6	-3	1	-0.2	-2	-1	i
CC(=O)Nc1c(C(=O)C2CC2)oc2ccccc12	0.8	-2	-3	-3	3	/	3	2	i
CCC(C)(C)NC(=O)C(c1ccc(OC)cc1)N(Cc1ccc(OC)cc1)C(=O)CCC(=O)Nc1cc(C)on1 (centres undefined)	-0.1	-3	7	5	12	0.5	6	-2	i
COc1ccc(OC)c(C2C3=C(N=C4SCC(=O)N42)c2ccccc2CC3)c1 (centres undefined)	-0.4	-1	5	-4	-38	1.0	1	4	i
Cc1coc2c(C)c3oc(=O)c(CCC(=O)N4C[C@H]5C[C@@H](C4)c4cccc(=O)n4C5)c(C)c3cc12	0.6	-2	-16	-2	-2	0.5	6	0	/

Copied from the list.
O=[N+]([O-])c1ccccc1CNC1CCCc2ccccc21 (centres undefined) in MsrA act → -12
O=C(CNC(=O)N1CC(=O)Nc2ccccc21)NCCCc1ccccc1 in CSN inh → 1
COc1ccccc1NC(=O)Cn1c(=O)n(CCc2c[nH]c3ccccc23)c(=O)c2cccnc21 in Rin1-Abl PPI inh → 4
Cc1cccn2c1nc(=S)n2C(=O)c1ccco1 in eLon inh → 12

Compounds above that have an NH in an aromatic ring, in the order listed:
SMILES	TbMetRS inhib	MsrA act	FAS TE block	Rin1-Abl PPI inh	PABP1 MLLE inh	MsrA inh	eLon inh	CSN inh	Neddyl block
Cc1cc(C)nc(NC(=NCCc2c[nH]c3ccccc23)NC(=O)Nc2cccc([N+](=O)[O-])c2)n1	-0.7	-1	16	-3	-19	0.6	4	3	i
Cc1c(Cl)c(-c2n[nH]c(=S)n2-c2ccccc2)nn1C	1.1	2	-13	-6	8	-1.1	1	-3	i
COc1ccccc1NC(=O)Cn1c(=O)n(CCc2c[nH]c3ccccc23)c(=O)c2cccnc21	-0.3	-2	22	4	4	0.0	-3	7	i

Next section:
SMILES	TbMetRS inhib	MsrA act	FAS TE block	Rin1-Abl PPI inh	PABP1 MLLE inh	MsrA inh	eLon inh	CSN inh	Neddyl block
CCOc1cc(/C=N/NC(=O)c2c(-c3ccccc3)noc2C)ccc1O	-0.5	-4	-8	-2	1	1.7	-2	1	i
CCCCCCCCN1C(=O)[C@H](CC(=O)NCc2ccccc2)C[C@@]2(C(=O)OC)CCCCC=C12	-0.6	0	8	/	/	0.1	5	-1	i
Cc1nn(Cc2ccccc2Cl)c(Cl)c1C(=O)NCCc1ccccc1	-0.2	1	3	-4	-5	-0.7	6	5	i
COCCN(CCOC)C(=O)CCn1c(=O)oc2ccccc21	-0.3	1	-1	2	-2	0.2	-9	5	i
CCCCNc1c(-c2ccc(SC3CCCCC3)c(OC)c2)nc2ccc(C)cn12	-0.1&0.3	0&-3	22&28	1	-14	2.6&1.6	-10&2	-6&5	/
CN(c1ccc(C(=O)NCc2cccnc2)cc1)S(=O)(=O)c1ccc(Cl)cc1	-0.1	-4	3	5	-8	0.4	3	3	i
N#C/C(=N\Nc1cccc([N+](=O)[O-])c1)C(=O)c1ccc(Br)cc1	1.1	-2	20	-1	-2	2.5	-1	-3	i
O=C(c1ccco1)N(Cc1cc2ccccc2[nH]c1=O)C1CCCCC1	0.7	1	-13	1	-2	-1.3	-3	6	i
CN(C)C(=S)NC(=O)c1cccc(Cl)c1	-0.7	-3	-1	-2	4	0.7	-5	-3	i
Cc1cc(C)nc(NS(=O)(=O)c2ccc(NC(=O)C3(c4ccc([N+](=O)[O-])cc4)CCCC3)cc2)n1	-0.4	-5	-2	0	0	0.1	4	-3	i
Brc1cc2c(cc1Br)OCCOCCOCCOCCO2	0.1	1	2	4	-1	1.2	-8	8	i
CCOC(=O)C1(CCCc2ccccc2)CCN(C(=O)c2n[nH]c(CC)c2C)CC1	-0.4	1	4	-1	2	0.9	3	-1	i
COCCn1c(C)cc(C(=O)COC(=O)c2ccc[nH]c2=O)c1C	-1.2	-5	-8	1	0	-0.7	-4	-10	i
O=C(NCC(=O)N1CCCCC1)c1ccc(Br)o1	-0.1	0	-3	6	7	-0.4	4	3	i
COc1ccc(-c2cc3c(c4c2ccn4C)C2CCC3C2)cc1F (centres undefined)	-1.4	-13	14	2	-9	0.0	4	28	i
COc1ccc(-n2nnnc2SCC(=O)c2ccc(O)c(O)c2)cc1	0.4	-3	-4	-3	-31	2.3	1	3	i
CCc1ccc(OCC(=O)NNC(=O)c2cc3ccccc3o2)cc1	-0.1	-3	-6	1	-7	-0.3	-11	-5	i
Brc1cccc(CN2CCN(c3ncccn3)CC2)c1	-1.2	-3	2	3	8	-0.3	1	-1	i
O=C(Nc1ccn(Cc2ccccc2)n1)c1n[nH]c([N+](=O)[O-])c1Cl	-0.4	-5	-4	1	2	1.6	2	-2	i
COCCNC(=S)N1CCc2cc(OC)c(OC)cc2C1COc1ccc(C(C)C)cc1 (centres undefined)	-0.5	-7	26	-2	-117	0.2	-3	-15	i
O=C(COC(=O)/C=C/c1ccccc1Cl)NC(=O)NC1CCCC1	-0.5	-6	-1	1	-2	-0.9	5	3	i
COc1cc(OC)cc(C(=O)N[C@H](C(=O)NCc2ccc(F)cc2)C(C)C)c1	-1.2	-8	2	3	-31	1.5	-5	-4	i
COc1ccccc1N1CCN(C(=O)c2ccc3c(=O)n(Cc4ccc5c(c4)OCO5)c(=O)[nH]c3c2)CC1	-0.8	-10	9	4	-13	/	0	5	i
CCCn1c(SCC(=O)Nc2ccccc2C(=O)OC)nc2c1c(=O)n(C)c(=O)n2C	0.2	-1	8	-2	6	-1.9	5	1	i
